# Assay outcomes as filed in PubChem.
# RXFP1 antag = antagonists of human relaxin receptor RXFP1 | activity change, negative = inhibition, % at 57.5 µM | Q9HBX9 | HEK293-RXFP1, relaxin-stimulated cAMP HTRF, 30 min; hits give low values | AID 1259400 | hit rate 0.59% among 350,000;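 active means activity change of -60% or lower, but not beyond a set lower limit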; further: on the % scale 0 is the no-effect control and ±100 the full control effect
# Target sequence (Q9HBX9 whole entry, looked up): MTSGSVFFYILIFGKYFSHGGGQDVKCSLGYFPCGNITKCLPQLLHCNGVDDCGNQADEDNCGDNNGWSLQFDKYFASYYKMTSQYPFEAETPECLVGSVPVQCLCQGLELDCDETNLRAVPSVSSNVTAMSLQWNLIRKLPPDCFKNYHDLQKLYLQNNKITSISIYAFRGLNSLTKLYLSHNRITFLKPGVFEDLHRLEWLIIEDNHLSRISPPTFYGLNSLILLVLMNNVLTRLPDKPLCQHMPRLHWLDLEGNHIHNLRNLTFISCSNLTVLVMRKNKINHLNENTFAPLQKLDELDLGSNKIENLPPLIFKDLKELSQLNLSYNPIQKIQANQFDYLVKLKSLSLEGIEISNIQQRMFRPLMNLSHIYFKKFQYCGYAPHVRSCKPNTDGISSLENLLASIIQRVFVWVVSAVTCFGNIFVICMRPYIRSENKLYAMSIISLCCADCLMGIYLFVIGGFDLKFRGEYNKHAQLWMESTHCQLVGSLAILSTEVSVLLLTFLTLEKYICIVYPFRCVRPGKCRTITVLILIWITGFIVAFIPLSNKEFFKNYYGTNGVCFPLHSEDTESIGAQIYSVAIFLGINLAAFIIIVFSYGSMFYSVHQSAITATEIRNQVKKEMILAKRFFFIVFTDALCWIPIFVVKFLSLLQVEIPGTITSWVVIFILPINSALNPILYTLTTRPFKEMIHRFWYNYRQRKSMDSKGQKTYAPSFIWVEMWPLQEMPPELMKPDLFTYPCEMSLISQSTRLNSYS
# TRHR ag = agonists of human TRH receptor; P34981; TRHR cells, calcium flux fluo-8, FDSS agonist mode; activation, % at 2 µM; hit rate 0.18% among 360,000; further: 0% is about no effect
#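 TRHR-expressing cells, plated overnight in medium with 10% serum, were loaded with fluo-8 calcium dye at room temperature. After a 10 s baseline, library compound was pin-added and calcium release was recorded kinetically (ex 480/em 530) as agonist response.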
# D2 antag = D2 dopamine receptor (human) antagonism; P14416; HEK293 TREx D2 cells, calcium flux, dopamine EC80; inhibition, % at 10 µM; hit rate 2% among 340,000; in the data active means inhibition above about 30%; further: 0% is about no effect
#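 Calcium mobilization kinetics were recorded at 1 s intervals in tetracycline-induced HEK293 T-REx D2 cells, first for 180 s after compound addition and then 180 s after EC80 dopamine.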
# D1 ag = agonists of human D1 dopamine receptor. hit rate 1% among 360,000. P21728. AID 504660. HEK293 T-REx D1 cells, calcium flux, agonist mode. activation, % at 2 µM; further: 0% is about no effect
#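 Inducible HEK293 T-REx D1 cells, force-coupled to calcium signalling, were plated at 4000 cells/well with tetracycline and held overnight at 30 C. After no-wash calcium dye loading, compound-evoked calcium rise over 180 s flagged agonists.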
# D2 PAM = positively modulates the human D2 dopamine receptor allosterically. HEK293 T-REx D2, calcium flux, EC20 dopamine potentiation. potentiation, % at 10 µM. hit rate 0.34% among 340,000. AID 485347;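 active means potentiation over 3 SD above the plate norm, cut at about 30% in these data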; further: 0% is about no effect
#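 Tetracycline-induced Hek293 Trex D2 cells, force-coupled to calcium, loaded with no-wash calcium dye. Compound added with 180 s kinetic read for agonism, then EC20 dopamine and a further 180 s read for potentiation.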
# D1 antagonist = blocks dopamine activation of the human D1 receptor; P21728; HEK293 TREx D1 cells, calcium flux, dopamine EC80; hits give low values; activity change, negative = inhibition, % at 10 µM; hit rate 3.2% among 360,000; AID 504652; in the data active means activity change below about -30%; further: on the % scale 0 is the no-effect control and ±100 the full control effect
#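 After overnight tetracycline induction at 30 C, force-coupled D1 HEK293 cells took up a no-wash calcium dye at room temperature. Compounds were added and monitored 180 s, and the response to EC80 dopamine was then recorded.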
# D2 ag = activates the human D2 dopamine receptor; activation, % at 2 µM; hit rate 0.53% among 340,000; HEK293 T-REx D2 cells, calcium flux agonist mode;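 active means activation over 3 SD above normal in the single-dose calcium agonist read, cut at about 30% in these data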; further: 0% is about no effect
#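 In this primary screen, compounds producing a positive calcium signal within 180 s of addition to tetracycline-induced, force-coupled HEK293 Trex D2 cells are flagged; cells are dye-loaded with a no-wash calcium kit beforehand.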
# TRHR enhancer = TRH receptor (human) allosteric enhancement; P34981; enhancement, % at 2 µM; hit rate 0.66% among 360,000; TRHR cells, fluo-8 calcium fluorescence, EC20 TRH enhancement; in the data active means enhancement above about 30%; further: 0% is about no effect
#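 TRHR-expressing cells loaded with fluo-8 calcium dye were read kinetically (ex 480/em 530) during compound addition, then stimulated with an EC20 of TRH (10 nM final). Enhancement of the Gq-mediated intracellular calcium response was scored.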
# D1 potentiator = enhances dopamine response at the human D1 receptor; P21728; HEK293 TREx D1 cells, calcium flux, dopamine EC20 potentiation; potentiation, % at 10 µM; hit rate 0.036% among 360,000; in the data active means potentiation above about 30%; further: 0% is about no effect
# Numbers without * were called inactive; · = no result given. Unless noted, no stated cut-off is given here; in the data, active means activation above about 30%; inactive means the rest.
entry	canonical_smiles	D2 PAM	D1 ag	D1 antagonist	D1 potentiator	TRHR enhancer	TRHR ag	D2 antag	D2 ag	RXFP1 antag
1	C=C(C)CSc1nncn1/N=C/c1ccc(OC)cc1	5	1	0	0	-6	-0.6	9	-0.3	-6
2	COc1cccc(C(=O)NCCS(=O)(=O)NCc2cccs2)c1	11	3	4	0	8	-0.7	-19	-0.3	-9
3	O=C(CCCCl)N1CCc2[nH]c3ccccc3c2C1	-17	0	-2	-10	8	0.2	32*	19	-3
4	CCc1ccccc1NC(=O)N1CCN(c2cc(-c3noc(C)n3)ccc2C)CC1	-8	1	7	-1	-6	-0.3	·	·	·
5	CC(C)N1CC(C(=O)Nc2ccc(S(=O)(=O)N3CCCCC3)cc2)CC1=O (stereo not drawn)	-12	2	8	5	4	0.4	-9	1.0	3
6	O=C(O)c1cc(N/N=C/c2c(O)ccc3ccccc23)ccc1Cl	-5	4	-4	6	6	0.3	4	0.6	10
7	CCn1nnnc1SCC(=O)c1cc(Cl)ccc1OC	·	0	2	2	2	0.3	·	·	2
8	Cc1ccc(-c2[nH]c(=S)[nH]c(=O)c2C#N)cc1	·	3	20	-4	-3	-0.2	·	·	10
9	COc1cc(C(=O)NCC(c2ccc3c(c2)OCO3)N2CCOCC2)cc(OC)c1OC (stereo not drawn)	-8	1	1	-1	0	0.1	·	-0.3	-7
10	Cc1ccc(NC(=O)N2CCC(C(=O)c3ccc(F)cc3)CC2)cc1	0	4	17	-7	5	-1.3	6	-2.1	-17
11	O=C1OCc2ccc(NC(=O)C3CC3)cc21	-1	2	-3	-6	0	0.4	0	-1.6	11
12	Cc1ccc(OCCCC(=O)NC2CCCCC2)cc1	-2	1	-19	-11	5	-0.9	8	-0.2	-3

# Some of these compounds in order of the D1 antagonist value, descending.
cpd	molecule	D2 PAM	D1 ag	D1 antagonist	D1 potentiator	TRHR enhancer	TRHR ag	D2 antag	RXFP1 antag
9	COc1cc(C(=O)NCC(c2ccc3c(c2)OCO3)N2CCOCC2)cc(OC)c1OC (stereo not drawn)	-8	1	1	-1	0	0.1	·	-7
1	C=C(C)CSc1nncn1/N=C/c1ccc(OC)cc1	5	1	0	0	-6	-0.6	9	-6
12	Cc1ccc(OCCCC(=O)NC2CCCCC2)cc1	-2	1	-19	-11	5	-0.9	8	-3

# D2 antag: what is marked active above.
item	SMILES	D2 PAM	D1 ag	D1 antagonist	D1 potentiator	TRHR enhancer	TRHR ag	D2 antag	RXFP1 antag
3	O=C(CCCCl)N1CCc2[nH]c3ccccc3c2C1	-17	0	-2	-10	8	0.2	32*	-3

# Single records, from the list above.
# Cc1ccc(OCCCC(=O)NC2CCCCC2)cc1 as listed: D2 PAM = -2; D1 ag = 1; D1 antagonist = -19; D1 potentiator = -11; TRHR enhancer = 5; TRHR ag = -0.9; D2 antag = 8; D2 ag = -0.2; RXFP1 antag = -3
# C=C(C)CSc1nncn1/N=C/c1ccc(OC)cc1 as listed: D2 PAM = 5; D1 ag = 1; D1 antagonist = 0; D1 potentiator = 0; TRHR enhancer = -6; TRHR ag = -0.6; D2 antag = 9; D2 ag = -0.3; RXFP1 antag = -6
# Cc1ccc(NC(=O)N2CCC(C(=O)c3ccc(F)cc3)CC2)cc1 as listed: D2 PAM = 0; D1 ag = 4; D1 antagonist = 17; D1 potentiator = -7; TRHR enhancer = 5; TRHR ag = -1.3; D2 antag = 6; D2 ag = -2.1; RXFP1 antag = -17

# Molecules listed so far that contain an NH in an aromatic ring, in the order listed:
entry	canonical_smiles	D2 PAM	D1 ag	D1 antagonist	D1 potentiator	TRHR enhancer	TRHR ag	D2 antag	D2 ag	RXFP1 antag
3	O=C(CCCCl)N1CCc2[nH]c3ccccc3c2C1	-17	0	-2	-10	8	0.2	32*	19	-3
8	Cc1ccc(-c2[nH]c(=S)[nH]c(=O)c2C#N)cc1	·	3	20	-4	-3	-0.2	·	·	10

# Following part:
entry	canonical_smiles	D2 PAM	D1 ag	D1 antagonist	D1 potentiator	TRHR enhancer	TRHR ag	D2 antag	D2 ag	RXFP1 antag
13	O=C(c1ccccc1)N(NC(=O)C(O)(c1ccccc1)c1ccccc1)c1cccc(F)c1	6	3	1	0	2	-0.1	12	1.7	15
14	O=C(Nc1ccc(Br)cc1)Nn1cnnc1	-3	3	0	6	0	1.2	-8	0.4	-4
15	O=c1cc(CO)oc(C(Nc2cccc([N+](=O)[O-])c2)c2ccccn2)c1O (stereo not drawn)	4	-2	-7	0	0	-0.2	-7	0.7	·
16	N#Cc1cccc(NC(=O)CSc2ccccc2)c1	-9	3	-8	-4	10	-0.2	3	0.7	-7
17	O=C(Nc1nccs1)C(Br)C(Br)c1ccccc1 (stereo not drawn)	8	4	-6	-1	-2	1.4	-16	-0.6	-1
18	COc1ccc(-c2cn(-c3ccc(C)cc3)c(S(=O)(=O)CC(=O)Nc3ccccc3)n2)cc1	-2	-2	0	-1	-4	-0.3	·	0.3	·
19	CC(NC(=O)NC1CCCCC1)c1ccc2c(c1)OCO2 (stereo not drawn)	25	0	5	-2	7	-0.5	20	0.2	-5
20	COc1ccccc1NC(=O)CN1CCC(C(=O)c2ccc(F)cc2)CC1	-17	0	-14	-7	1	0.2	-8	0.2	-28
21	Cc1cc(C)nc(-n2nc(C)cc2NC(=O)CN2CCC(C)CC2)n1	7	0	-1	-9	-4	-0.6	5	0.1	-2
22	CCS(=O)(=O)N1CCN(Cc2ccc([N+](=O)[O-])cc2)CC1	-6	3	-2	15	-1	-0.1	-13	-1.3	-3
23	NC(=O)c1sc2nnc(-c3ccccc3)c(-c3ccccc3)c2c1N	6	10	6	-5	-5	4.5	-4	2.7	-19
24	CC(C)NC(=O)C1CCN(C(=O)c2cc3sccc3n2Cc2ccc(Cl)cc2)CC1	6	16	-20	-5	2	0.3	·	0.9	-2

# Following part
entry	canonical_smiles	D2 PAM	D1 ag	D1 antagonist	D1 potentiator	TRHR enhancer	TRHR ag	D2 antag	D2 ag	RXFP1 antag
25	COc1ncccc1-c1nnn(-c2ccc(Cl)c(Cl)c2)n1	-10	1	8	0	-5	0.2	1	-0.6	·
26	Cc1cccc(NC(=O)c2oc3ccccc3c2NC(=O)c2cc(=O)c3cc(Cl)ccc3o2)c1	0	2	-10	0	-1	0.8	·	0.4	13
27	O=C(O)CNC(=O)/C(=C\c1cccc([N+](=O)[O-])c1)NC(=O)c1ccco1	-1	3	24	1	-8	0.5	10	-2.6	-10
28	CC12CCC(c3c(CO)nn(-c4ccccc4)c31)C2(C)C (stereo not drawn)	-7	4	10	-3	3	0.7	-5	0.6	8
29	Cc1cc(Cl)c(C)c(S(=O)(=O)N2CCN(CC(=O)N3CCOCC3)CC2)c1Cl	9	3	-9	·	5	0.2	-17	0.5	5
30	COc1ccc(C2(C)NC(=O)N(CC(=O)Nc3c(C)n(C)n(-c4ccccc4)c3=O)C2=O)cc1 (stereo not drawn)	-1	1	2	-6	-13	0.7	16	0.3	7
31	Nc1nc2ccccc2n1C(=O)c1ccccc1	·	2	-10	-5	2	-0.8	·	·	1
32	CN(C(=O)COC(=O)C1CCN(S(=O)(=O)c2cccs2)CC1)C1CCS(=O)(=O)C1 (stereo not drawn)	-10	4	0	-11	-1	0.8	-14	0.7	6
33	COc1ccc(Cn2c(=O)cc(N)n(-c3ccccc3C)c2=O)cc1	2	3	7	-2	-3	0.0	-7	0.7	8
34	COc1cccc(OC)c1C(=O)NC(=S)NCc1cccnc1	-1	2	-4	4	-2	0.0	-14	0.3	3
35	Cc1cc(/C=N/NC(=O)c2ccncc2)c(C)n1-c1cccc(C(F)(F)F)c1	3	8	-8	-6	-12	0.0	-16	-0.2	-8
36	O=C(Cc1ccccc1)Nc1ccnn1C1CCN(Cc2ccc(CO)o2)CC1	3	3	1	-2	-5	0.2	-8	0.2	-1

# Following part
entry	canonical_smiles	D2 PAM	D1 ag	D1 antagonist	D1 potentiator	TRHR enhancer	TRHR ag	D2 antag	D2 ag	RXFP1 antag
37	O=c1[nH]c(COc2ccc(Cl)cc2Cl)nc2ccccc12	-2	0	-3	3	-6	-0.9	4	-0.1	-6
38	CN(CC(=O)Nc1ccc(N2CCOCC2)cc1)C(=O)CSc1ccccc1F	-13	1	17	1	-10	2.3	24	-0.3	-8
39	O=C(c1ccc2c(c1)OCCO2)N(Cc1cccnc1)c1nc2ccc(Cl)cc2s1	7	0	-21	-1	-3	0.7	·	0.3	-1
40	Cc1cc(Cl)ccc1OCCCC(=O)NCCN1C(=O)S/C(=C\c2cccnc2)C1=O	3	7	11	-15	-3	-0.3	-4	5.2	-25
41	COc1ccc(N2C(=O)CSC23C(=O)N(CC(=O)NC2CCCCC2)c2ccccc23)cc1 (stereo not drawn)	-8	1	8	-1	-9	-0.4	·	-0.8	9
42	FC(F)Sc1ccc(NC(=S)NC(c2ccccc2)c2ccccc2)cc1	-11	14	-14	-6	-5	1.8	1	1.3	-6
43	COc1ccc(-c2noc(CN(C(=O)c3ccoc3C)C(C)C)n2)cc1	·	11	-13	-9	2	-1.5	5	-2.9	-7
44	COc1ccc2c(=O)c(-c3ccc4c(c3)OCO4)coc2c1	-5	0	-13	-6	-4	0.2	6	1.1	·
45	O=C(NNC(=O)c1cc(-c2ccncc2)nc2ccccc12)c1ccccc1F	2	2	-4	-1	-7	0.0	17	0.4	2
46	N#C/C(=C\c1ccncc1)c1ccccn1	-12	0	3	-1	0	0.5	-10	-0.5	4
47	COc1cc(NC(=O)c2ccc(N3CC4CC(C3)c3cccc(=O)n3C4)c(NC(=O)c3ccncc3)c2)cc(OC)c1OC (stereo not drawn)	6	0	-7	-4	3	0.5	-1	-0.3	-3
48	O=C(CSc1nnc(CNc2ccc(F)cc2)n1CC1CCCO1)Nc1ccccc1 (stereo not drawn)	1	0	5	6	-2	0.5	-2	0.5	-8

# (listing goes on)
entry	canonical_smiles	D2 PAM	D1 ag	D1 antagonist	D1 potentiator	TRHR enhancer	TRHR ag	D2 antag	D2 ag	RXFP1 antag
49	CC1Cc2cc(/C(O)=C3/C(=O)C(=O)N(CCCn4ccnc4)C3c3cccc([N+](=O)[O-])c3)ccc2O1 (stereo not drawn)	13	1	-8	-10	0	0.1	-26	-0.1	-21
50	O=C(COC(=O)Cc1ccc(Br)cc1)NCc1ccc2c(c1)OCO2	-5	1	-7	7	5	-0.7	18	-0.6	1
51	O=C(CCC1CCCCC1)NCCN1C2=NC[C@@H](Cc3ccccc3)N2C[C@H]1Cc1ccc(O)cc1	-24	5	-5	-5	-2	0.9	51*	-0.1	·
52	CCc1cc2c(=O)c(-c3nc4ccccc4n3C)c(C)oc2c(CN2CCN(CCO)CC2)c1O	9	1	-2	3	2	0.9	2	0.5	-6
53	Cc1cc(NC(=O)CN2CCOCC2)n(-c2nc3ccccc3s2)n1	17	1	5	-1	6	0.1	-19	0.1	2
54	O=C(O)CCC(=O)Nc1nc2ccc([N+](=O)[O-])cc2s1	3	2	-13	-7	2	-0.2	12	1.6	-7
55	COc1cccc(N(CC(=O)NC2CC3CCC2C3)S(=O)(=O)c2ccccc2)c1 (stereo not drawn)	0	4	-12	·	2	-1.7	-18	0.2	-9
56	COc1ccc(C(=S)N2CCN(c3ccccc3Cl)CC2)cc1OC	11	2	0	1	3	0.3	3	1.0	6
57	O=[N+]([O-])c1nn(-c2ccc(Cl)cc2)n(O)c1=NCc1cccnc1	11	6	-13	9	12	-0.4	0	-1.1	·
58	Cc1cc(N2CCN(C(=O)OC(C)(C)C)CC2)n2ncnc2n1	·	4	-12	-4	1	0.0	·	·	-1

# The order is random. About 7.3% of those tested had a hit in this group.
